NCI-60 one-dose screen, 48 h, at 10 µM unless noted. Numbers give growth in % (100 = growth as untreated, 0 = no growth, -100 = all killed).
EKVX: EKVX NSCLC; 71,000 compounds, 3% hits
A549/ATCC: A549/ATCC NSCLC; AID 1794740; 81,000 compounds, 3.7% hits
M14: M14 melanoma | 80,000 compounds, 6.2% hits | AID 1794745
HOP-92: HOP-92 NSCLC cells | AID 1794738 | 71,000 compounds, 6.3% hits
UACC-62: UACC-62 melanoma | 81,000 compounds, 5.4% hits
CCRF-CEM: CCRF-CEM leukemia | 77,000 compounds, 7% hits
HOP-62: HOP-62 NSCLC; 80,000 compounds, 3.9% hits
RPMI-8226: RPMI-8226 leukemia cells | AID 1794781 | 77,000 compounds, 7.5% hits
* hit, by the source's call; / = not tested or not shown; & = joins results of further samples. Rule for the calls: active = growth percent below 10; inactive = the rest.

no.	structure	EKVX	A549/ATCC	M14	HOP-92
1	COC[C@@H](CC(C)C)N=C1N/C(=C\c2ccc3ncsc3c2)C(=O)N1C	15.0	15.9	38.1	19.1
2	NC(Cc1ccccc1)=Nc1ccc(S(=O)(=O)O)cc1	103.5	100.4	109.1	/
3	COC12C=C/C(=C(/C(=O)OCc3ccncc3)C(=O)CCCCCCCCC3(OC)C=C/C(=C(/C(=O)OCc4ccncc4)C(=O)CCCCCCCC1)O3)O2	-22.1*	9.2*	-24.4*	-48.9*
4	COc1ccc2c(c1)[nH]c(=O)c1c3cc(OC)ccc3cn21	48.7	-2.6*	25.4	45.1
5	NS(=O)(=O)c1ccc(CCN2C(=O)c3nccnc3C2=O)cc1	101.2	106.9	98.9	107.1
6	CC(C)(O)C1CCCN1C(=O)c1ccccc1I (configuration not stated)	97.7	92.1	95.1	58.6
7	CC(=O)C1=NN(c2ccccc2)C2NC(=O)/C(=C\c3cn(-c4ccccc4)nc3-c3cc4ccccc4o3)C(=O)N12 (configuration not stated)	91.1	87.2	88.9	79.8
8	COc1ccccc1-c1cn2c(ccc3ccccc32)n1	67.4	104.0	102.9	79.7
9	COc1ccc(S(=O)(=O)NC2c3ccccc3CC2O)cc1 (configuration not stated)	101.1	113.8	102.7	106.3
10	O=C1/C(=C\c2cn(C[C@@H](O)Cn3c4ccccc4c(=O)c4ccccc43)c3ccccc23)c2ccccc2N1c1c(Cl)cccc1Cl	84.6	82.0	89.1	75.9
11	O=C(/C=C/c1c(-c2ccc(F)cc2)nc2sccn12)c1ccc[nH]1	88.9	96.7	109.6	54.7
12	COc1ccc(CCCc2c3[n+](cc4c(OC)c(OC)ccc24)CCc2cc4c(cc2-3)OCO4)cc1	78.3	61.2	85.1	77.8

no.	UACC-62	CCRF-CEM	HOP-62	RPMI-8226
1	-64.9*	7.0*	-9.3*	3.7*
2	108.3	92.6	109.7	101.9
3	-63.0*	-14.8*	16.7	-24.7*
4	41.9	-58.8*	20.0	-63.2*
5	101.0	100.9	95.7	105.3
6	64.3	41.1	95.4	92.6
7	87.9	104.9	94.2	/
8	73.2	102.6	81.0	92.6
9	96.1	103.4	103.3	106.0
10	72.1	/	92.5	82.9
11	87.8	74.0	105.1	98.2
12	49.7	64.7	78.6	20.5

Going on with the list:
no.	structure	EKVX	A549/ATCC	M14	HOP-92
13	CCN(CC)CC(O)c1cc(-c2ccc(Cl)cc2)nc2cc(Cl)ccc12 (configuration not stated)	60.5	14.6	/	19.3
14	CC(=O)c1ccc(NC(=O)CN2CCN(c3cc4c(cc3F)c(=O)c(C(=O)O)cn4C3CC3)CC2)cc1	99.5	83.6	100.6	99.6
15	CCCCOc1ccc(OCCN2CCN(C(=O)OCC)CC2)cc1	85.6	78.1	88.8	89.1
16	COC(=O)C(C)NC1=C(Cl)C(=O)C(NC(C)C(=O)OC)=C(Cl)C1=O (configuration not stated)	/	98.9	102.6	100.6
17	CC(C)(C)n1cc(-c2ccnc(NCCNS(=O)(=O)c3cccc(F)c3)c2)c(-c2ccccc2)n1	70.6	79.9	94.8	3.6*
18	O=c1c(CCCC2CCCCC2)c[nH]c2ccccc12	79.8	99.4	94.9	81.9
19	Cc1ccc(-c2cn3[nH]c(N)c(N=Nc4ccc(S(N)(=O)=O)cc4)c3n2)cc1	72.3	38.5	39.6	64.6
20	CCOC(=O)C1(COCc2ccccc2)CCCCC1=O (configuration not stated)	/	96.5	94.4	90.1
21	COc1ccccc1NC(=O)c1ccc(/C=C/C(=O)c2nccn2C)cc1	-12.2*	-0.3*	-61.2*	-24.3*
22	CCOc1ccc(Nc2cc([N+](=O)[O-])ccc2C(=O)O)cc1	/	/	105.6	86.9
23	CCOC(=O)CCC(NC(=O)c1ccc([N+](=O)[O-])cc1)C(=O)OCC (configuration not stated)	130.6	108.1	104.3	99.5
24	Nc1nc2c(c3ncccc13)C(c1ccc(Cl)c(Cl)c1)Cc1ncccc1-2 (configuration not stated)	44.5	22.7	20.0	59.0

no.	UACC-62	CCRF-CEM	HOP-62	RPMI-8226
13	-56.6*	3.9*	54.6	34.4
14	101.4	93.5	95.0	97.0
15	/	90.5	78.3	79.5
16	99.8	96.0	98.7	96.1
17	81.7	93.8	100.5	61.0
18	57.9	61.4	97.3	63.6
19	56.4	45.9	61.2	39.6
20	105.1	103.8	117.8	107.0
21	-60.6*	-11.6*	-49.5*	-35.0*
22	96.7	/	105.0	95.5
23	88.4	133.3	112.9	124.8
24	26.6	2.5*	28.0	15.8

Carrying on:
no.	structure	EKVX	A549/ATCC	M14	HOP-92
25	CC(C)NC1(C(N)=O)CCNCC1	105.9	95.6	107.5	110.0
26	Cn1c2c(c3cc(Cl)ccc31)-n1cccc1C2=O	96.2	94.1	100.9	94.7
27	NC(=O)CS(=O)c1oc(-c2ccco2)nc1S(=O)(=O)c1ccc(F)cc1 (configuration not stated)	97.9	94.4	95.3	77.5
28	COc1cc(CCCc2c3[n+](cc4c(OC)c(OC)ccc24)CCc2cc4c(cc2-3)OCO4)cc(OC)c1OC	98.7	88.4	104.3	121.4
29	Cn1ccc2cc(OCc3ccccc3)ccc21	98.6	91.4	109.1	87.1
30	Cc1cc(C)n(C(=O)c2sc(=S)n(-c3ccccc3)c2NN=C(C#N)C#N)n1	91.4	105.5	/	108.4
31	COc1cc(C)cc(-c2nn(CC(N)=O)cc2-c2ccnc(Oc3ccccn3)n2)c1	105.1	112.0	111.7	89.3
32	CCOc1ccccc1NC(=O)CCC(=O)OC	94.3	107.9	100.1	110.2
33	Cc1nn(-c2ccccc2)c2nc(C)n(CC(=O)N/N=C/c3cccc([N+](=O)[O-])c3)c(=O)c12	76.8	91.9	107.0	91.9
34	O=C(/C=C(/C=C/c1ccc(SC(F)(F)F)cc1)OB(F)F)/C=C/c1ccc(SC(F)(F)F)cc1	108.9	91.5	98.1	93.6
35	O=C(Nc1ccc2oc(=O)ccc2c1)c1ccc(-c2ccc(Br)cc2)o1	113.5	100.6	114.5	97.4
36	Cc1ccc(OCc2cccc(Cl)c2)cc1	111.0	/	108.3	85.6

no.	UACC-62	CCRF-CEM	HOP-62	RPMI-8226
25	100.4	97.0	99.3	107.3
26	94.3	92.6	101.7	102.4
27	86.2	80.7	89.1	87.3
28	102.2	82.5	84.5	76.9
29	96.4	100.2	87.2	93.9
30	88.4	97.8	92.8	92.6
31	98.8	107.6	103.3	106.3
32	106.1	107.9	94.8	104.0
33	81.3	85.1	96.1	85.3
34	75.9	78.6	96.6	68.8
35	104.8	103.7	106.7	108.9
36	110.6	83.3	114.8	129.7

Next structures follow:
no.	structure	EKVX	A549/ATCC	M14	HOP-92
37	COc1cc(OC)cc(-c2nnc(-c3cc4ccccc4nc3Cl)o2)c1	/	103.6	100.3	89.6
38	OCC1OC(n2cnc3c(=S)nc[nH]c32)C(O)C1O (configuration not stated)	119.4&106.1	101.0&99.6	32.4&125.8	61.8&56.6
39	Cc1ccc2c(c1)C(=O)CCS2	100.1	97.2	96.1	89.1
40	Clc1cc(Cl)cc(-c2nn3c(-c4cc(Cl)cc(Cl)c4Cl)nnc3s2)c1	81.7	105.8	96.6	56.6
41	COc1ccc(S(=O)(=O)NC2C(O)C3(C)c4ccccc4C2(C)c2ccccc23)cc1 (configuration not stated)	79.0	73.8	97.3	80.3
42	CCCCOCCOCCOC(=O)c1ccc(OC)cc1	95.3	75.8	90.2	104.0
43	C=C/C(C)=C/C[C@]1(C)[C@H](C)[C@@H](OC(=O)CCC)[C@H](O)[C@@]23C(=C[C@H](OC)C[C@@H]12)[C@@H](OC(=O)CCC)O[C@H]3OC(C)=O	-33.7*	12.5	-45.7*	/
44	COc1ccc2nc(C)c(-c3cc(-c4cc(OC)c(OC)c(OC)c4)nc(N)n3)nc2c1	106.0	104.8	103.0	106.2
45	O=C(O)COc1cccc(C(=O)/C=C/c2ccco2)c1	104.1	97.5	112.1	107.6
46	O=C1OC(=Nc2cccc([N+](=O)[O-])c2)c2ccccc21	99.0	102.8	107.4	118.7
47	CCOC(=O)C(C#N)c1nc2sc3cc(Cl)ccc3n2c(=N)c1C#N (configuration not stated)	70.7	103.4	109.7	/
48	NCCCC[C@H](NC(=O)[C@@H]1CCCN1C(=O)Cc1cccc2ccccc12)C(=O)NCc1nc2ccccc2[nH]1	98.4	99.5	97.8	91.7

no.	UACC-62	CCRF-CEM	HOP-62	RPMI-8226
37	98.9	97.8	86.4	90.8
38	26.7&92.3	32.7&107.0	53.9&114.7	31.6&108.2
39	97.4	108.8	/	100.5
40	85.9	94.8	88.8	80.1
41	87.3	94.1	91.0	87.3
42	/	118.8	83.0	107.9
43	-78.3*	/	/	/
44	81.6	/	108.9	68.0
45	99.8	97.5	100.6	104.0
46	110.5	107.3	103.9	102.2
47	81.4	86.2	103.6	68.5
48	95.9	114.5	105.3	120.4

Next part
no.	structure	EKVX	A549/ATCC	M14	HOP-92
49	CC(=O)OC(NC(=O)NC(OC(C)=O)C(Cl)(Cl)Cl)C(Cl)(Cl)Cl (configuration not stated)	97.1	81.5	97.0	72.4
50	CCN(CC)CCCCCNc1cc(OC)cc2c(C)ccnc12	109.9	105.0	93.3	84.1
51	Cn1c2ccccc2c2c3c(c4c5ccccc5[nH]c4c21)C(=O)N(N)C3=O	77.3	66.4	37.2	80.0
52	C=CCOC1=C(c2ccccc2)C(c2ccc(OC)cc2)N(Cc2ccc(OC)cc2OC)C1=O (configuration not stated)	72.6	63.2	88.5	60.7
53	CCCCCCC1(C(OC)OC)NC(=O)NC1=O (configuration not stated)	95.1	64.6	99.3	104.6
54	CC(=O)c1csc2ccccc12	/	100.8	103.4	97.0
55	CCC(C)[C@@H]1NC(=O)[C@@H]2CCCN2C(=O)[C@H](Cc2ccccc2)NC(=O)[C@@H]2CCCN2C(=O)[C@H](Cc2ccccc2)NC(=O)[C@@H]2CCCN2C(=O)[C@H](Cc2ccccc2)NC1=O (some centres not stated)	/	101.0	105.2	95.3
56	CCCCC1C(=O)N(c2ccccc2)N(c2ccc(O)cc2)C1=O (configuration not stated)	96.8	99.2&101.7	99.5&100.0	97.1&98.7
57	CCCCCCOC(=O)N1CCCCC1	112.8	99.7	97.2	87.0
58	OCC1OC(n2cnc3cncnc32)C(O)C1O (configuration not stated)	99.3	79.3	98.8	107.3
59	COc1ccc(-c2cc(-c3cccn3C)c(C#N)c(=O)n2C(=S)Nc2ccc(F)cc2)cc1OC	103.6	97.8	105.5	81.0
60	CC(C)(C)OC(=O)N1CCC2(CC1)NC(=O)c1ccccc1N2	108.7	65.5	101.6	106.4

no.	UACC-62	CCRF-CEM	HOP-62	RPMI-8226
49	/	102.8	88.8	94.3
50	87.1	103.8	89.3	95.1
51	22.6	26.4	44.3	57.2
52	59.1	97.7	84.9	57.0
53	107.6	96.6	67.3	110.5
54	105.9	101.4	105.9	113.2
55	99.9	92.7	102.7	85.7
56	101.8	87.6	93.9&108.8	100.7&102.1
57	102.5	91.3	104.2	97.5
58	92.7	98.9	79.4	97.2
59	91.2	90.9	88.6	108.3
60	95.6	97.7	90.2	/

Shown with bars between the fields: six of the compounds above
No. | molecule | EKVX | A549/ATCC | M14 | HOP-92 | UACC-62 | CCRF-CEM | HOP-62 | RPMI-8226
33 | Cc1nn(-c2ccccc2)c2nc(C)n(CC(=O)N/N=C/c3cccc([N+](=O)[O-])c3)c(=O)c12 | 76.8 | 91.9 | 107.0 | 91.9 | 81.3 | 85.1 | 96.1 | 85.3
39 | Cc1ccc2c(c1)C(=O)CCS2 | 100.1 | 97.2 | 96.1 | 89.1 | 97.4 | 108.8 | / | 100.5
21 | COc1ccccc1NC(=O)c1ccc(/C=C/C(=O)c2nccn2C)cc1 | -12.2* | -0.3* | -61.2* | -24.3* | -60.6* | -11.6* | -49.5* | -35.0*
30 | Cc1cc(C)n(C(=O)c2sc(=S)n(-c3ccccc3)c2NN=C(C#N)C#N)n1 | 91.4 | 105.5 | / | 108.4 | 88.4 | 97.8 | 92.8 | 92.6
16 | COC(=O)C(C)NC1=C(Cl)C(=O)C(NC(C)C(=O)OC)=C(Cl)C1=O (configuration not stated) | / | 98.9 | 102.6 | 100.6 | 99.8 | 96.0 | 98.7 | 96.1
12 | COc1ccc(CCCc2c3[n+](cc4c(OC)c(OC)ccc24)CCc2cc4c(cc2-3)OCO4)cc1 | 78.3 | 61.2 | 85.1 | 77.8 | 49.7 | 64.7 | 78.6 | 20.5

(list continues)
no.	structure	EKVX	A549/ATCC	M14	HOP-92
61	COc1ccc(OCOCOc2ccc(OC)cc2)cc1	97.7	84.0	99.2	107.6
62	N#Cc1c(N)n(CCNC(=O)c2ccccc2)c2nc3ccccc3nc12	122.7	105.2	111.7	-17.4*
63	O=C1CCC(=O)N1CCC(=O)N(C(=O)NC1CCCCC1)C1CCCCC1	87.3	96.3	102.9	/
64	Cc1cc(C#Cc2ccc(C(C)(C)C)cc2)ccc1-n1c(/C=C/c2cccc(O)c2)nc2ccccc2c1=O	70.8	58.2	59.7	/
65	CC(=O)Oc1ccccc1C(=O)Nc1ccc(C(=O)/C=C/c2ccccc2)cc1	104.2	108.1	106.3	106.7
66	CC1=CC(=O)/C(=C/N2CCNC2=S)C(=O)O1	104.0	108.0	96.1	112.7
67	CCCCC1COc2cccc3c2N1C=C/C3=C\C(=O)N(C)c1ccc(C(F)(F)F)cc1 (configuration not stated)	96.3	90.2	96.0	92.5
68	CC1(C)N=C(N)NC(Nc2ccc(Cl)cc2)=N1	114.9	99.7	105.1	88.9
69	COc1ccc(NC(=O)c2c(Nc3ccc(OC)cc3OC)nn3c(-c4ccccc4)cc(-c4ccccc4)nc23)c(OC)c1	94.9	95.1	107.8	76.9

no.	UACC-62	CCRF-CEM	HOP-62	RPMI-8226
61	93.0	109.5	85.8	104.6
62	103.5	133.3	111.4	179.1
63	90.4	95.9	95.0	94.2
64	83.2	54.6	99.5	55.0
65	98.4	101.1	112.8	106.4
66	106.5	115.9	97.4	114.1
67	77.4	81.7	108.4	87.6
68	107.3	/	95.4	101.9
69	83.0	98.3	83.3	91.3

Bioassay records deposited in PubChem by NCI.
